# LDHA block = qHTS assay for inhibitors of human lactate dehydrogenase. L-lactate dehydrogenase A chain (Homo sapiens), P00338. purified LDHA, NADH/diaphorase-resazurin fluorescence; hits give low values. activity change, % (values are at about 110 or 230 µM). actives 0.15% (n = 480,000). AID 1347041, 2019; in the data active = activity change below about -30%; inconclusive = mostly about -25% to -30%;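 also: plate controls were DMSO wells for no effect and wells without enzyme for full effect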
#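 LDH5 2 nM; NADH 0.06 mM, pyruvate 0.2 mM; 200 mM Tris pH 7.4, EDTA, Tween-20; 5 min RT. Detection: diaphorase 0.133 mg/mL + resazurin 37 µM, fluorescence ex540/em590 at 0 and 20 min; normalized to enzyme-free and DMSO wells.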
# ALOX12 inh = Primary qHTS assay for inhibitors of human arachidonate 12S-lipoxygenase (ALOX12): Round 2; purified 12hLO, xylenol orange hydroperoxide absorbance; actives 1.1% (n = 580,000); Potency, µM (series often up to 108 µM), for inactives: at the top dose activity change, negative = inhibition, usual class: inhibitors; active = well fitted inhibition curve with a large enough effect; inconclusive = small, poorly fitted or top-dose-only effect, or another doubt; inactive = no such curve, though single readings can be large or run the other way; also: potency is read from the fitted curve at half-maximal effect
# Target sequence (P18054 whole entry, looked up): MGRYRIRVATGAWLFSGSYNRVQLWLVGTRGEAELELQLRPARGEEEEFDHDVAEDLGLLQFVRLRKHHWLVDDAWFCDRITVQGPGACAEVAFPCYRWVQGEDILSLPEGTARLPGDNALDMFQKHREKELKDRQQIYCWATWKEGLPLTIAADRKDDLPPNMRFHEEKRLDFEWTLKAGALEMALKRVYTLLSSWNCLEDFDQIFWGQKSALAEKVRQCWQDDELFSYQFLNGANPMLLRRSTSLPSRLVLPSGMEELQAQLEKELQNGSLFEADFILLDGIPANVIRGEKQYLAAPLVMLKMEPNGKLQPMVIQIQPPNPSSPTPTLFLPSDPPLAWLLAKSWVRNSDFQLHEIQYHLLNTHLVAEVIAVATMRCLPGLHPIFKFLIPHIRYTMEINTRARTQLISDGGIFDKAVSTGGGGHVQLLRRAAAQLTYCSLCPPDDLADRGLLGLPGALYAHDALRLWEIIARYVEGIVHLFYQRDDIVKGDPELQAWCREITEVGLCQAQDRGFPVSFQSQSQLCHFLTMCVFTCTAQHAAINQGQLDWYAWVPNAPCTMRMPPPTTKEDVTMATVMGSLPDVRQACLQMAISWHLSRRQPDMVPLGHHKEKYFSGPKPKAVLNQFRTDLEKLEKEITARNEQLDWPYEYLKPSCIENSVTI
#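 Purified human 12hLO at 150 nM in 25 mM Hepes, 0.01% Triton X-100, pH 7.0, preincubated 15 min at room temperature with compound. Reaction started with 40 uM arachidonic acid, 30 min at room temperature. Hydroperoxide measured by Fe-xylenol orange, 573/405 nm absorbance ratio.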
# An asterisk follows results filed as active; ? = inconclusive; [ ] = dose if it differs, or a comment. Unless noted, % is scaled to controls: 0 for no effect and ±100 for the full control effect. Only part of the results is shown; the hit share may differ from the screen's.
No.	SMILES	LDHA block	ALOX12 inh
1	O=C(CCSc1ccc(F)cc1)Nc1ccc(N2CCOCC2)cc1	1	-22%
2	Cc1ccc(NC(=O)c2cc(-c3ccccn3)nc3ccccc23)c(O)c1	0	-11%
3	COc1ccc(Cl)cc1NC(=O)N1CCN(c2ccc(=O)n(-c3ccc(C)c(C)c3)n2)CC1	10	2%
4	CCOc1ccc(NC(=O)C(C)Oc2ccccc2Cl)c2cccnc12 (stereo unspecified)	40	1%
5	COc1ccc(S(=O)(=O)N2CCN(c3cc(N4CCCCC4)nc(C)n3)CC2)c(C)c1C	7	-3%
6	COc1cc(NC(=O)Cn2nc(Cc3ccncc3)c3ccccc3c2=O)cc(OC)c1OC	-6	29%
7	CCCc1cc(=O)[nH]c(SCc2noc(-c3ccc(C)cc3)n2)n1	-5	-18%
8	CCCCCCCCCc1conc1C(=O)CP(=O)(OC)OC	0	-26%
9	Cc1ccc(C)c(NC(=O)N2CCCC2c2ccccc2Cl)c1 (stereo unspecified)	3	-23%
10	CCCC(=O)Nc1cc(-c2ccccc2OC)[nH]n1	-1	-4%
11	CCc1ccccc1NC(=O)CSc1nc(-c2ccccc2)nc2cc(=O)[nH]n12	4	-17%
12	CCCCCCNc1nc2c(c(=O)[nH]c(=O)n2C)n1Cc1cccc(C)c1	4	4%
13	CN1CCN(c2ccc(NC(=O)c3ccc(F)cc3Cl)nc2)CC1	8	41%[activator]
14	N#CC(C(=O)C1=Cc2ccccc2OC1)c1nc2ccccc2[nH]1 (stereo unspecified)	2	-8%
15	CC(C)CN1C(=O)C(=O)N(Cc2ncc(-c3ccc(Cl)cc3)o2)C1=O	-1	3%
16	CCOc1ccc(OCC)c(NC(=O)c2nc3ccccc3nc2N2CCCCC2)c1	8	5%
17	COc1ccc(NC(=O)Cn2c(C(=O)c3ccc(Cl)cc3)nc3ccccc32)c(OC)c1	4	-13%
18	CCN(Cc1ccccc1)C(=O)C(C)Sc1nnc(-c2cccs2)n1C1CC1 (stereo unspecified)	-3	-22%
19	Cc1ccc(C(=O)Nc2ccccc2)cc1NC(=O)CC(C)(C)CC(=O)O	0	-29%
20	CN(CC(=O)NC(C)(C)C)C(=O)c1ccsc1	10	3%
21	CNC(=O)NCc1cccc(OC)c1	2	4%
22	CC(C)(C)c1ccc(NC(=O)c2nccnc2N)cc1	10	8%
23	CN1CCN(c2ccc(NC(=O)c3cccc(Cl)c3)nc2)CC1	0	1%
24	COc1cc(OC)cc(C(NC(=O)NOCc2ccccc2)c2nccn2C)c1 (stereo unspecified)	-2	18%
25	CCOC(=O)C1CCN(C(=O)CSc2nnc(-c3ccc(C)cc3)n2N)CC1	8	?

# (continued)
No.	SMILES	LDHA block	ALOX12 inh
26	c1ccc2c(c1)CN1C(=N2)COc2ccccc2C1c1nc2ccccc2[nH]1 (stereo unspecified)	0	?
27	C/C(=C/C(=O)O)C(=O)Nc1ccc(N2CCOCC2)cc1	-17	-12%
28	CCCCCC[N+](C)(C)CCCCCCCCCC[N+](C)(C)CCCCCC	-11	?
29	O=C(CSc1ccc2c(c1)OCCCO2)c1c[nH]c2ccccc12	24	?
30	Cc1cccc(NC(=O)c2nc3ccccc3nc2N2CCCC2)c1	0	?
31	CCCc1c(-c2ccc(F)cc2)ncn1Cc1ccccc1OC	6	-75%
32	CCCNC(=S)NNC(=O)C(C)C	-2	45%[activator]
33	Cc1ccc(Cn2c(NCCc3ccc(F)cc3)nc3c2c(=O)n(C)c(=O)n3C)cc1	1	?
34	CCn1nnc2cc(C(=O)Nc3nc(-c4ccc5c(c4)CCC5)cs3)ccc21	2	-9%
35	Cc1ccc(-c2cnc(CCC(=O)Nc3ccc(Cl)cc3F)o2)cc1	-2	?
36	CCn1nc(C(=O)N2CCC(n3c(=O)[nH]c4ccccc43)CC2)c2ccccc2c1=O	-9	-41%
37	CN(C)CCCNc1oc(-c2ccc(S(=O)(=O)N3CCCCCC3)cc2)nc1C#N	2	-4%
38	COC(=O)c1cccc(C(=O)NCCc2ccccc2)c1	-2	29%
39	O=C(Nc1ccccc1)c1cc(-c2cccnc2)nc2ccccc12	-7	1%
40	O=C(Nc1ccc(N2CCOCC2)cc1)c1ccc2c(c1)S(=O)(=O)c1ccccc1C2=O	1	-13%
41	Cc1ccc(/C=C2\CCc3ccccc3C2=O)cc1	4	-10%
42	C#CCN(Cc1ccc(C)cc1)C(=O)CCC(=O)CCC(=O)c1ccc(C)s1	-3	-12%
43	O=S(Cc1cccc(C(F)(F)F)c1)Cc1cccc(C(F)(F)F)c1	1	31%
44	O=C(O)CC(NC(=O)c1ccc(-c2ccc(F)cc2)s1)C(=O)O (stereo unspecified)	10	7%
45	CC(=O)c1cccc(NC(=O)c2ccc3c(=O)n(-c4cccc(Cl)c4)cnc3c2)c1	0	?
46	Cc1oc(-c2ccccc2)nc1C(=O)OCC(=O)NC(=O)NC1CCCC1	-1	7%
47	CCOC(=O)CNC(=O)CSc1cn(CC(=O)N2CCCCC2)c2ccccc12	0	2%
48	O=C(OCc1cccc2cccnc12)c1cc2ccccc2[nH]1	14	-59%
49	CC(C)(C)C(=O)/C=c1/[nH]c(=O)/c(=C/c2ccccc2F)s1	6	2%
50	COC(=O)C1(C(=O)OC)CCCCN(S(=O)(=O)c2ccc(C)cc2)CCC1	-8	-2%

# Complete entries, quoted from the list.
# CN1CCN(c2ccc(NC(=O)c3cccc(Cl)c3)nc2)CC1 reads LDHA block = 0; ALOX12 inh = 1%
# Cc1ccc(NC(=O)c2cc(-c3ccccn3)nc3ccccc23)c(O)c1 reads LDHA block = 0; ALOX12 inh = -11%

# (list continues)
No.	SMILES	LDHA block	ALOX12 inh
51	O=C(CC1SC(c2cc3ccccc3oc2=O)=NC1=O)Nc1ccc2ccccc2c1 (stereo unspecified)	34	-6%
52	Cc1ccc(S(=O)(=O)N2CCC(C(=O)OC(C)C(=O)N3CCCCCC3)CC2)cc1 (stereo unspecified)	4	-15%
53	Cc1ccc(C(C)NC(=O)C2CCCO2)cc1 (stereo unspecified)	-3	23%
54	Cc1cc(Br)ccc1NC(=O)Cn1cnc2c1c(=O)n(C)c(=O)n2C	10	?
55	COc1cccc(NC(=O)NC(C)c2ccc(Cl)s2)c1 (stereo unspecified)	-1	?
56	O=C(NNC(=O)C1CCCCC1)c1cc(F)cc(F)c1	-3	13%
57	COc1ccc(Oc2c(C)oc3cc(OC(=O)c4ccco4)ccc3c2=O)cc1	10	7%
58	Cc1ccc(CC(=O)NC2CC3CCC2(C)C3(C)C)cc1C (stereo unspecified)	-3	?
59	CCN(CC)S(=O)(=O)c1ccc(S(=O)(=O)Nc2cccc(S(N)(=O)=O)c2)cc1	2	0%
60	CC(=O)Nc1c(C)cccc1C(C)C	4	11%
61	CCC(C)c1ccc(NC(=O)CCc2ncc(-c3ccccc3)o2)cc1 (stereo unspecified)	-1	?
62	CC(C)CCNC(=O)NC(=O)CSc1nnc(-c2ccccc2)c(-c2ccccc2)n1	6	?
63	CCOC(=O)c1cnn(-c2cc(C)nc3c(-c4ccc(Cl)cc4)c(C(F)(F)F)nn23)c1N	-2	-3%
64	Cc1cccc(N2CCN(C(C(=O)NCc3ccccc3)c3ccco3)CC2)c1C (stereo unspecified)	-3	-10%
65	Cc1ccc(NC2(c3nnnn3-c3ccc(C)cc3)CCCC2)cc1	0	-6%
66	Cc1ccc(-c2nc3cccnc3s2)cc1NC(=O)c1ccccc1Cl	1	-15%
67	CN(C)C(=S)SCCCCC#N	0	?
68	CN(Cc1ccccc1)C(=O)COc1ncnc2ccccc12	-1	1%
69	Cc1c(C(=O)C(=O)N(C)Cc2ccccc2)c2ccccc2n1C	1	?
70	CCOP(=O)(OCC)c1nc(Cc2ccccc2)oc1NCc1ccco1	5	61%[activator]
71	Cc1ccc(Cl)cc1N1CCN(C(=O)CN(C)c2nnc(N3CCCC3=O)s2)CC1	12	-25%
72	CC1C(c2ccccc2)=[N+]([O-])C(C)(C)N1O (stereo unspecified)	9	-25%
73	Cc1nc(C)c(CC(=O)Nc2nnc(C3CC3)s2)c(=O)[nH]1	0	-10%
74	CC1CCCN(C(=O)c2ccccc2NS(=O)(=O)c2cccc(C(F)(F)F)c2)C1 (stereo unspecified)	1	24%
75	Cc1ccc2c(COC(=O)COc3ccc(C)c(C)c3)cc(=O)oc2c1	3	27%

# Continuation:
No.	SMILES	LDHA block	ALOX12 inh
76	CC(=O)Nc1cccc(NC(=O)c2cc(=O)[nH]c3ccccc23)c1	-2	-38%
77	Cc1ccccc1CS(=O)(=O)N1CCC(C(=O)Nc2c(C)n(C)n(-c3ccccc3)c2=O)CC1	6	-23%
78	O=C(c1csc(Nc2cccc3ccccc23)n1)N1CCc2ccccc2C1	17	26%
79	COc1cc(C#N)cc(Cl)c1OCc1ccc(C#N)cc1	3	18%
80	COCCn1c(=O)c2c(nc(-n3nc(C)cc3C)n2CCc2ccccc2)n(C)c1=O	5	-8%
81	Cc1cc(NC(=O)C(C)OC(=O)c2cc3c(s2)CCC3)no1 (stereo unspecified)	-4	?
82	COc1c(Cl)cc(C(N)=O)cc1Cl	2	1%
83	C=C(C)C1CC=C(C)C(COc2ccc3ccc(=O)oc3c2)C1(C)CCC(=O)OC (stereo unspecified)	17	-18%
84	C[N+]1(Cc2cccc(F)c2)CCN(/C=C/C(=O)C(F)(F)F)CC1	-4	-17%
85	Cc1cc(C)nc(Sc2nc(Sc3nc(C)cc(C)n3)nc(Sc3nc(C)cc(C)n3)n2)n1	6	7%
86	O=C(CSC1CCCC1)NCc1cccs1	-3	8%
87	O=C1C(=O)N(CCN2CCOCC2)C(c2ccc(F)cc2)/C1=C(\O)c1ccc(Br)cc1 (stereo unspecified)	-3	-3%
88	CC(C)(C)NC(=O)CSc1nnc(-c2cccnc2)o1	0	8%
89	Cc1cccc(C(=O)Nc2ccc3nsnc3c2)c1	-5	?
90	CCc1ccc(OCc2nnc(SCc3ccc(F)cc3Cl)n2CC(C)C)cc1	16	-34%
91	COc1ccc(OC)c(Nc2nc(NCC(C)C)nc3c2cnn3-c2ccccc2)c1	3	-6%
92	CC(C)(C)c1ccc(/C=N/OCC(=O)Nc2ccc3c(c2)OCCO3)cc1	8	3%
93	CN(Cc1ccc2c(c1)OCO2)Cc1nc(N)nc(Nc2ccc(Cl)cc2)n1	-4	0%
94	CC1CCN(C(=O)CSc2nnc(-c3ccccc3Cl)n2C2CCCC2)CC1	-6	?
95	CCCCNC(=O)C1C(c2ccc(C(F)(F)F)cc2)=Nc2ccccc2N1C(C)=O (stereo unspecified)	9	10%
96	CCOC(=O)c1[nH]c(C)c(CCC(=O)Nc2cc(C)c(Cl)cc2OC)c1C	5	0%
97	Cc1ccc(NS(=O)(=O)c2c(C)nc3scc(C)n3c2=O)cc1Cl	-4	?
98	N#Cc1ccccc1COc1ccccc1C(N)=O	4	?
99	O=C(Nc1ccc2c(c1)OCCO2)N1CCC(NS(=O)(=O)c2ccc(Cl)cc2)CC1	4	-28%
100	CCOc1ccc(NC(=O)COc2cc(C)cc(C)c2)c2cccnc12	36	9%

# Quoted at random: 5 entries already listed, in no set order.
No.	SMILES	LDHA block	ALOX12 inh
80	COCCn1c(=O)c2c(nc(-n3nc(C)cc3C)n2CCc2ccccc2)n(C)c1=O	5	-8%
84	C[N+]1(Cc2cccc(F)c2)CCN(/C=C/C(=O)C(F)(F)F)CC1	-4	-17%
76	CC(=O)Nc1cccc(NC(=O)c2cc(=O)[nH]c3ccccc23)c1	-2	-38%
99	O=C(Nc1ccc2c(c1)OCCO2)N1CCC(NS(=O)(=O)c2ccc(Cl)cc2)CC1	4	-28%
79	COc1cc(C#N)cc(Cl)c1OCc1ccc(C#N)cc1	3	18%

# More entries:
No.	SMILES	LDHA block	ALOX12 inh
101	Cc1ccc2cc(CCl)c(Cl)nc2c1C	10	4.5µM*
102	CCc1ccc(C(=O)c2ccccc2C(=O)O)cc1	-10	-25%
103	Cc1cnc2c(S(=O)(=O)NCC3CC3)cccc2c1	-1	?
104	CC(C)CC(N)c1ccccc1 (stereo unspecified)	9	-7%
105	CC1=C(C(=O)Nc2ccc(C(=O)NCCC(C)C)c(Cl)c2)SCCO1	2	-22%
106	CC(=O)c1ccc(NC(=O)COc2nc(C(C)C)c3c(c2C#N)CCCC3)cc1	9	-9%
107	CCOc1ccc(-c2noc(-c3nnn(-c4ccc(C(C)C)cc4)c3N)n2)cc1	-2	-1%
108	Cc1ccc(/C=N\NC(=O)c2cccnc2)s1	6	0%
109	N#Cc1ccccc1NC(=O)c1ccco1	1	29%
110	CCc1ccc(-c2noc(CSc3nc4ccccc4o3)n2)cc1	-18	26%
111	COc1ccc2c(c1)cc(C(=O)Nc1ccccc1Cl)n2C	-1	-1%
112	COc1ccccc1NC(=O)COc1nc(C(C)C)c2c(c1C#N)CCCC2	1	-17%
113	Cc1ccc(NC(=O)CCl)cc1C	4	?
114	CCCCCCCCCNS(=O)(=O)CCC	6	16%
115	CCCCCn1nc(C(=O)Nc2cccc(C(C)=O)c2)c2ccccc2c1=O	-1	?
116	N#Cc1c(N)n[nH]c1CCCNC(=O)c1cn(-c2ccccc2)nc1-c1ccccc1	9	0%
117	COC(=O)Cc1c(C)c2ccc(OCc3ccc(Cl)cc3)cc2oc1=O	1	?
